SW480 rereplic = inducers of DNA re-replication in SW480 colon cancer cells; SW480 DNA re-replication, Hoechst DNA content imaging, 48 h; Potency, µM (series often up to 46.1 µM), inactives show top-dose re-replication activation, hits mostly activators; actives 1.8% (n = 340,000); AID 624297; further: potency means the concentration at half of the fitted maximal effect; % of control where 0% means no effect; nearly all actives have a fitted effect of over 55% in size
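Readout is total intensity of Hoechst-stained nuclei, excited at 405 nm and collected at 500-530 nm. Compound treatment lasted 48 hr at 37 C in 5% CO2 before staining.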
HT1080 IDH1KD tx = toxicity to HT-1080 IDH1 knockdown cells (counter line) | HT-1080 IDH1 knockdown viability, ATP luminescence, 48 h | Potency, µM (titrated, usually from 46.1 µM), for inactives: top-dose activity, negative = toxicity, most hits filed as cytotoxic | actives 2% (n = 360,000);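 further: potency means the concentration at half of the fitted maximal effect; 0% = DMSO wells and -100% = cell-free medium wells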
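Assay cells: HT-1080 with IDH1 knockdown, 750 per well, RPMI/5% FBS. Exposure: 48 h at 37 °C following 2 h pre-incubation. Read: CellTiter-Glo luminescence; fitted concentration-response, curve class assigned.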
HT1080NT lethal = kills 2HG-producing HT-1080-NT fibrosarcoma cells; HT-1080-NT fibrosarcoma viability, CellTiter-Glo ATP luminescence, 48 h; Potency, µM (doses to about 46.1 µM), for the others: at the highest dose activity, negative = less viability, hits mostly cytotoxic; actives 1.6% (n = 360,000);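 further: NT is the 2HG producing partner of a matched IDH1 knockdown line; potency means the concentration at half of the fitted maximal effect; 0% = DMSO-treated cells and -100% = media-only wells without cells; nearly all actives have a fitted effect of over 55% in size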
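Read-out is CellTiter-Glo luminescence after 10 minutes at room temperature, following 48 hours' compound treatment of HT-1080-NT cells (750 cells/well, RPMI, 5% FBS, 37 degrees C).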
IL1B secr inh = inflammasome signaling inhibition, IL-1 beta readout; THP-1 LPS/ATP IL-1B secretion, AlphaLISA, 16 h; active compounds read low; activity change, % at 57.5 µM; actives 4.7% (n = 360,000); AID 743279; in the data active means activity change below about -50%; inconclusive means mostly about -30% to -49%; further: on the % scale 0 is the no-effect control and ±100 the full control effect
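THP-1 cells pretreated 1 hr with compounds (up to 57.5 uM final), then stimulated with LPS (250 ng/mL final) plus ATP (1.25 mM final); secreted IL-1B measured by AlphaLISA after 16 hr, decreased signal indicating inhibition.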
MCF10A rerep = inducers of DNA re-replication in MCF 10A breast cells | MCF 10A DNA re-replication, Hoechst nuclear intensity, 48 h | Potency, µM (top dose mostly 46.1 µM), for inactives: at the highest dose activity, positive = re-replication, usual class: activators | actives 2.9% (n = 350,000); further: potency means the concentration at half of the fitted maximal effect; % of control where 0% means no effect; nearly all actives have a fitted effect of over 50% in size
HepG2 tox = HepG2 cytotoxicity, counter-screen for TGF-b inhibitors | HepG2 CAGA-GFP viability, ATP luminescence, 18 h | Potency, µM (highest dose often 46.1 µM), for the others: at the highest dose activity change, negative = cytotoxicity, usual class: cytotoxic | actives 0.76% (n = 410,000); further: potency means the concentration at half of the fitted maximal effect; some results filed as inactive show a strong effect at the top dose
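CellTiter-Glo luminescence gave cytotoxicity after 18 hours at 37 degrees C. The cells were HepG2 CAGA-GFP in 1% FBS DMEM, stimulated with 500 pg/mL TGF-beta after compound addition. %Activity was normalised to no-cell wells (complete cell-killing) and DMSO (no toxicity), and curves were fitted and classified.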
S2 tox = cell viability loss in ATXN counter-screen; Potency, µM (series often up to 56.7 µM), usual class: cytotoxic; AID 651635; actives 0.49% (n = 400,000); S2 cells (HEK-293 line with an ATXN2-luciferase reporter) viability, CellTiter-Fluor protease fluorescence, 24 h; further: potency means the concentration at half of the fitted maximal effect; nearly all actives have a fitted effect of over 40% in size
KB-3-1 tox = kills parental KB-3-1 adenocarcinoma cells | KB-3-1 viability, CellTiter-Glo ATP luminescence, 72 h | Potency, µM (titrated, usually from 46.1 µM), inactives show top-dose activity change, negative = cytotoxic, hits mostly cytotoxic | actives 1.4% (n = 400,000) | AID 1347075; further: potency means the concentration at half of the fitted maximal effect; on the % scale 0 is the no-effect control and ±100 the full control effect; nearly all actives have a fitted effect of over 60% in size
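72 h, 37 °C compound treatment of KB-3-1 parental cells; CellTiter-Glo added, 10 min, luminescence read. Data corrected against DMSO-only plates and normalized before curve fitting.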
ATXN2 expr inh = ATXN2 expression inhibition; AID 1745845; actives 0.72% (n = 360,000); Potency, µM (series often up to 57 µM), for the others: top-dose activity change, negative = inhibition, actives largely listed as inhibitors; HEK-293 ATXN2-luciferase reporter, luminescence, 24 h; further: potency means the concentration at half of the fitted maximal effect; on the % scale 0 is the no-effect control and ±100 the full control effect; nearly all actives have a fitted effect of over 55% in size
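ATXN2-luciferase reporter cells (luciferase flanked by upstream and downstream ATXN2 gene portions) were treated 24 h at 37 °C with compounds at up to 57 uM. SteadyGlo luminescence gave expression; GF-AFC fluorescence gave viability.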
The depositor's hits bear a star; i = inactive; ? = inconclusive; . = no result given; & = joins results of further samples; [ ] = remark or other dose. Unless noted, the call rests on the fitted dose curve; in most records, active means well fitted curve in the direction sought with a large enough effect; inconclusive means small, poorly fitted or top-dose-only effect, or another doubt; inactive means no such curve, though single readings can be large; an effect the other way counts as inactive or inconclusive.

nr	Molecule	SW480 rereplic	HT1080 IDH1KD tx	HT1080NT lethal	IL1B secr inh	MCF10A rerep	HepG2 tox	S2 tox	KB-3-1 tox	ATXN2 expr inh
1	COC(=O)c1ccc(NS(=O)(=O)c2ccc3c(c2)n(C)c(=O)n3C)cc1	-2.3%	-2.8%	-6.5%	14.3	23.8%	2.0%	.	-17.2%	17.1%
2	Oc1c(CN2CCCCC2)cc(Br)c2cccnc12	?	?	?	106.0	23.1µM*	-46.2%	3.55µM*	13µM*	3.98µM*
3	COc1ccc(NC(=O)CSc2nnc(-c3cc(C)[nH]n3)n2N)cc1	-1.5%	-2.9%	6.4%	7.5	0.0%	0.0%	i	14.9%	1.9%
4	CC(=O)Nc1ccc(SC(C)C(=O)NC(N)=O)cc1 (configuration not stated)	-0.1%	0.0%	-0.4%	12.3	-1.4%	-5.1%	i	3.0%	12.2%
5	CCOC(=O)CNC(=O)CSc1nc2cccnc2n1CC	-22.8%	20.8%	9.4%	-7.9	-1.6%	4.3%	?	8.1%	6.9%
6	O=C(NCCCN1CCCC1)c1ccc(CS(=O)(=O)c2ccc(Br)cc2)o1	-2.3%	-7.3%	-10.3%	10.6	25.0%	-5.3%	i	-0.6%	-7.7%
7	CCOc1ccc([C@@H]2CC=C(C(=O)O)[C@H](c3ccc(Cl)cc3)N2S(=O)(=O)c2ccc(C)cc2)cc1	9.3%	-0.7%	-1.8%	43.0	-42.7%[inhibitor]	-6.2%	i	4.7%	7.0%
8	Cc1ccc2[nH]c(=O)cc(C(=O)OC(C)C)c2c1	-7.9%	-15.7%	-5.7%	3.6	0.2%	0.0%	i	-1.5%	12.8%
9	O=C(NCCN1C(=O)S/C(=C\c2cccs2)C1=O)c1ccco1	3.1%	1.1%	8.1%	30.9	-14.6%	1.2%	i	0.8%	.
10	CCS(=O)c1ccccc1C(=O)OCC(=O)Nc1ccc2ccccc2c1 (configuration not stated)	-26.6%	-1.5%	-13.0%	-16.6	-5.8%	-21.3%	i	-13.7%	-22.9%
11	COc1cc(OC)cc(C(=O)Nc2cccc(C(C)=O)c2)c1	0.0%	1.7%	10.2%	3.6	-0.2%	-22.7%	i	6.1%	15.7%
12	O=C(CN1C(=O)NC2(CCCc3ccccc32)C1=O)NCc1ccco1 (configuration not stated)	-39.0%[inhibitor]	14.6%	19.2%	9.3	-7.1%	-1.1%	i	7.8%	17.2%
13	CCOC(=O)c1cccc(NC(=O)C2CCCN(c3nnc(N4CCCC4=O)s3)C2)c1 (configuration not stated)	-9.8%	1.3%	2.0%	-19.1	-1.4%	-33.5%	i	12.7%	-5.3%
14	NS(=O)(=O)c1ccc(CCNC(=O)C2CCN(S(=O)(=O)c3cccc4cccnc34)CC2)cc1	-4.4%	-1.2%	-1.0%	23.4	-4.6%	-22.5%	i	-2.8%	.
15	CN(C)c1nc(/C=C(\C#N)C(N)=O)c(Cl)n1-c1ccc(F)cc1	?	2.2%	9.6%	-98.1*	?	2.7%	i	?	-7.9%[11.3 µM]
16	O=C(COC(=O)c1cc2ccccc2cc1O)Nc1ccccc1F	-0.1%	-0.3%	-2.6%	35.2	?	-29.4%	i	11.0%	-21.2%
17	O=c1ccc(-c2ccc(S(=O)(=O)NCc3cccc(Br)c3)s2)n[nH]1	?	-20.9%	-22.3%	?	0.1%	-7.7%	i	-14.6%	-8.0%
18	CC(=O)N1N=C(c2ccc(C)c([N+](=O)[O-])c2)OC1(C)C	?	1.2%	4.4%	-13.6	-0.7%	-5.0%	i	3.7%	.
19	[O-]/[N+](=C\c1ccncc1)c1ccc(Br)cc1	-7.6%	-1.3%	-0.3%	-26.2	1.6%	1.2%	i	-0.7%	92.8%[activator]
20	CCC(NC(=O)c1ccccc1NC(=O)c1ccc(C)cc1)C(=O)O (configuration not stated)	-14.7%	4.9%	1.1%	15.6	4.5%	2.2%	i	2.1%	39.9%[activator]

Compound profiles (already shown). Order of screens: SW480 rereplic, HT1080 IDH1KD tx, HT1080NT lethal, IL1B secr inh, MCF10A rerep, HepG2 tox, S2 tox, KB-3-1 tox, ATXN2 expr inh
`COC(=O)c1ccc(NS(=O)(=O)c2ccc3c(c2)n(C)c(=O)n3C)cc1` is listed with -2.3%, -2.8%, -6.5%, 14.3, 23.8%, 2.0%, ., -17.2%, 17.1%
`O=C(NCCCN1CCCC1)c1ccc(CS(=O)(=O)c2ccc(Br)cc2)o1` is listed with -2.3%, -7.3%, -10.3%, 10.6, 25.0%, -5.3%, i, -0.6%, -7.7%
`CCC(NC(=O)c1ccccc1NC(=O)c1ccc(C)cc1)C(=O)O` (configuration not stated) is listed with -14.7%, 4.9%, 1.1%, 15.6, 4.5%, 2.2%, i, 2.1%, 39.9%[activator]
`NS(=O)(=O)c1ccc(CCNC(=O)C2CCN(S(=O)(=O)c3cccc4cccnc34)CC2)cc1` is listed with -4.4%, -1.2%, -1.0%, 23.4, -4.6%, -22.5%, i, -2.8%, .

Going on with the list.
nr	Molecule	SW480 rereplic	HT1080 IDH1KD tx	HT1080NT lethal	IL1B secr inh	MCF10A rerep	HepG2 tox	S2 tox	KB-3-1 tox	ATXN2 expr inh
21	COc1cccc(C2=NOC(C(=O)N3CCN(c4ccccc4)CC3)C2)c1OC (configuration not stated)	0.6%	4.4%	-5.2%	-10.1	14.8%	-4.3%	?	3.6%	-14.1%
22	Cc1ccc(NC(=O)N2CCC(CN3CCCCC3)CC2)c(Cl)c1	.	.	.	.	.	-1.2%	i	-0.5%	-1.4%
23	CS(=O)(=O)N1CCc2cc(C(=O)Nc3ccc(Cl)c(C(F)(F)F)c3)ccc21	.	.	.	.	.	-31.7%	?	-6.1%	?
24	O=C1c2[nH]nc(-c3ccccc3O)c2C(c2cccc(Cl)c2)N1Cc1cccnc1 (configuration not stated)	.	.	.	.	.	-22.5%	?	-8.4%	?
25	c1ccc(-c2cc3c(N4CCN(c5ccccc5)CC4)ncnc3s2)cc1	4.3%	-9.5%	-25.6%	-29.7	11.6µM*	-21.6%	?	-16.8%	?
26	COc1ccc(C)cc1S(=O)(=O)Nc1cc2c3c(c1)CCN3C(=O)CC2	-72.1%[inhibitor]	-15.2%	-16.3%	0.6	7.9%	-11.8%	i	-2.0%	39.7%[activator]
27	NNC(=O)c1ccc(Oc2cc(Cl)cc(Cl)c2)o1	-15.8%	-16.0%	-8.7%	-4.0	4.5%	-49.4%	i	1.7%	.
28	CC(C)(C)NC(=O)COC(=O)c1cc(S(=O)(=O)N2CCCCC2)ccc1N1CCOCC1	-1.8%	-10.5%	-13.5%	-0.4	?	-21.9%	i	8.1%	-3.5%
29	N#Cc1cc(-c2ccccc2)nc(Oc2ccc(Cl)cc2)n1	-3.1%	-2.5%	0.6%	3.0	21.3%	2.6%	i	?	-26.9%
30	COc1ccccc1C(=O)Nc1ccc2c(c1)nc(CN1CCN(C(C)=O)CC1)n2C	-6.5%	-8.0%	5.8%	-22.7	2.1%	-13.8%	i	17.7%	2.2%
31	O=[N+]([O-])c1ccccc1/C=N/N1CCN(c2ccc(Cl)cc2)CC1	-5.1%	25.7%	9.0%	-2.7	16.2%	0.5%	i	?	-15.9%
32	COc1cccc(-c2cc(C(=O)NN3CCOCC3)c3ccccc3n2)c1	79.1%	13.0%	5.3%	0.1	-92.9%[inhibitor]	9.6%	?	?	8.8%
33	O=C(CN1C(=O)/C(=C\c2cccc(F)c2)Oc2ccccc21)N1CCN(c2ccccn2)CC1	-67.4%[inhibitor]	5.1%	15.8%	8.1	8.7%	6.7%	i	?	-8.0%
34	CCCCN(C)C(=S)Nc1ccc2nc3n(c(=O)c2c1)CCCCC3	-7.5%	-4.7%	-4.3%	-0.5	?	-2.3%	i	-23.8%	3.1%
35	CC1=C(CC(=O)NCC(=O)NCC(=O)O)c2cc(F)ccc2/C1=C/c1ccc(S(C)=O)cc1 (configuration not stated)	11.8%	1.6%	19.6%	11.3	-7.3%	-7.3%	i	-1.8%	-1.9%
36	C[C@@H](C(=O)NCCc1c[nH]c2ccccc12)[C@@H]1C[C@@]1(C)[C@@H](NC(=O)OCc1ccccc1)c1ccccc1	?	-4.4%	-5.2%	?	?	-10.7%	?	-12.9%	-35.3%
37	CCOC(=O)c1ccc(CNCc2ccccc2)cc1	14.4%	18.8%	5.0%	0.0	-27.5%	-9.6%	i	-1.4%	52.4%[activator]
38	CCOc1nc(NCCO)nc(Nc2ccccc2F)n1	-16.6%	9.1%	6.5%	-25.8	12.0%	-21.7%	i	3.3%	-5.8%
39	CC(=O)c1cccc(NC(=S)Nc2cccc3ccccc23)c1	-14.7%	-4.0%	0.0%	2.6	-1.1%	8.2%	i	1.7%	30.7%[activator]
40	Cc1ccc(C(c2c(O)nc3n(c2=O)CCS3)c2c(O)nc3n(c2=O)CCS3)cc1	-9.3%	20.8%	11.1%	10.0	-5.2%	-3.1%	i	0.0%	-2.2%[11.3 µM]
41	C=CCn1c(SCC(O)Cn2c3ccccc3c3ccccc32)nnc1-c1ccco1 (configuration not stated)	0.9%	?	?	-18.2	22.5%	-18.5%	i	0.0%	-9.3%
42	O=C(NCCCC(=O)N1CCCCC1)c1ccc(Cl)cc1	-30.6%[inhibitor]	3.4%	4.4%	i	15.1%	0.0%	i	-0.9%	2.0%
43	C/C(=C\C(=O)OCCCCCCCCC(=O)O)C[C@@H]1OC[C@H](C[C@@H]2O[C@H]2[C@@H](C)[C@H](C)O)[C@@H](O)[C@H]1O	13.4%&-27.7%	-0.8%	?	4.8	-2.5%&11.5%	0.3%	i	0.0%	0.7%
44	O=C(Nc1ccccc1-c1ccccc1)c1ccccc1[N+](=O)[O-]	6.9%	-0.1%	-7.8%	-15.3	17.7%	-9.6%	i	-1.7%	2.3%
45	CN(c1ccc(C(=O)NCCSC(C)(C)C)cc1)S(=O)(=O)c1ccccc1	-13.2%	-12.3%	-5.8%	-9.7	?	2.8%	i	-16.9%	1.5%
46	CSc1nnc(NC(=O)c2ccc(C)c(S(=O)(=O)N3CCOCC3)c2)s1	-7.0%	-8.1%	-10.1%	24.3	-12.2%	23.1%	i	22.6%	15.4%
